FEN1 inh = blocks human flap endonuclease 1. AID 588795. 390,000 tested, 0.35% active. P39748. Recombinant FEN1 flap cleavage, fluorescence, 15 min. Potency, µM (series often up to 114 µM), for the others: top-dose activity change, negative = inhibition, usual class: inhibitors; also: nearly all actives have a fitted effect of over 65% in size
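Reaction started by adding substrate (50 nM final) to 10 nM enzyme after 15 min room-temperature compound preincubation. Reads at 0 and 15 min, with data normalized and fitted to a four-parameter Hill equation.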
KAT2A inh = GCN5L2 (KAT2A) acetyltransferase inhibition. Q92830. GCN5L2 HAT assay, ThioGlo1 CoA-SH fluorescence. Potency, µM (top dose mostly 58.9 µM), inactives show top-dose activity change, negative = inhibition, usual class: inhibitors. 390,000 tested, 0.21% active. AID 504327
Target sequence (Q92830 whole entry, looked up): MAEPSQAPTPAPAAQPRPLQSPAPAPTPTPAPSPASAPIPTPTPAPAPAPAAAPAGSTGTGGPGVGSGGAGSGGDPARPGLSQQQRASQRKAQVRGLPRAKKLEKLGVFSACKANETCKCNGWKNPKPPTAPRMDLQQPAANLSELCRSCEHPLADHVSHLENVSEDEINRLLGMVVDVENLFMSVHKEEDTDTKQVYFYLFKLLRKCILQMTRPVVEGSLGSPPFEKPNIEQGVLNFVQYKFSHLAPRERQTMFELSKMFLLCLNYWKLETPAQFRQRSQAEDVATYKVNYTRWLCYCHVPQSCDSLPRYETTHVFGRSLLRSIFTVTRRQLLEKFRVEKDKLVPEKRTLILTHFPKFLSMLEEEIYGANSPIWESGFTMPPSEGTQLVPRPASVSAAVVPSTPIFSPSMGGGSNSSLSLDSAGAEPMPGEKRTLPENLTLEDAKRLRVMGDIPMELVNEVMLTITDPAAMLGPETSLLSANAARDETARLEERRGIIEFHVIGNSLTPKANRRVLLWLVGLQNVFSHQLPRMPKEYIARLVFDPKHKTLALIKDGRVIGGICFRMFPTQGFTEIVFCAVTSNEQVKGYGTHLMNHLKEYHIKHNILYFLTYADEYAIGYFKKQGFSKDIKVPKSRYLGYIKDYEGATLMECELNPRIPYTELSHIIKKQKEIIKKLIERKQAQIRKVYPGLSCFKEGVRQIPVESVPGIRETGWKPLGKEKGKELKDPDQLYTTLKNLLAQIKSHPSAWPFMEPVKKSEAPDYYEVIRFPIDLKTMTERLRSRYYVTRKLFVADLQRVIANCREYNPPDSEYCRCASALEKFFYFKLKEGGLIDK
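qHTS, 1536-well. 20nM enzyme, pH 7.5 HEPES/EDTA/Tween-20 buffer; 15 min compound preinc., RT. Start: 75uM H3(1-25), 70uM AcCoA, 50uM ThioGlo1. Read Ex340/Em540 at t=0 (autofluorescence flag) and t=20 min.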
DT40 TDP1 CPT = growth inhibition of DT40 Tdp1-/-;hTDP1 cells with camptothecin (screen for TDP1 inhibitors); chicken DT40 Tdp1-/-;hTDP1 cells + 20 nM CPT, ATP luminescence, 48 h; Potency, µM (highest dose often 46.2 µM), inactives show top-dose activity change, negative = growth inhibition, most hits filed as inhibitors; 420,000 tested, 12% active; also: nearly all actives have a fitted effect of over 55% in size
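Cell growth measured by CellTiter-Glo luminescence after a minimum 48 h, 37 C compound exposure with 20 nM CPT in Tdp1-knockout DT40 cells stably expressing hTDP1, seeded 400/well; qHTS titration format.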
Active calls of the source: *; ? = inconclusive; · = not tested or not shown; & = joins results of further samples; [ ] = another dose, or the depositor's remark. Calls follow the shape of the dose curve; as a rule, active = well fitted curve in the direction sought with a large enough effect; inconclusive = small, poorly fitted or top-dose-only effect, or another doubt; inactive = no such curve, though single readings can be large; an effect the other way counts as inactive or inconclusive. % is scaled to controls: 0 for no effect and ±100 for the full control effect; potency is read from the fitted curve at half-maximal effect.

(1) Cc1cccc(N(C(=O)c2snc(C(N)=O)c2N)C(C(=O)NCC2CCCO2)c2ccc(N(C)C)cc2)c1C (stereo unspecified)
(2) CC(Sc1cccc(C(F)(F)F)c1)C(=O)NC(N)=O (stereo unspecified)
(3) COc1ccc(-c2nc3ccccc3s2)cc1
(4) Cc1ccccc1OCc1n(CC(=O)OC2CC(C)CCC2C(C)C)c2ccccc2[n+]1C (stereo unspecified)
(5) Cc1ccc(-n2c(SCC(=O)N(C)C)nnc2-c2ccco2)cc1
(6) CCC(CC)c1nnc(NC(=O)C23CC4CC(CC(NC(C)=O)(C4)C2)C3)s1
(7) CCOc1cc(C(=O)NCc2ccc(-c3nc4ccccc4o3)cc2)cc(OCC)c1OCC
(8) N#Cc1nc(Cc2cccc3ccccc23)oc1NCc1ccc(F)cc1
(9) CCc1cc(-c2onc(C)c2-c2cscn2)c(O)cc1OC
(10) Cc1cc(C)n(C(=O)Cn2nc([N+](=O)[O-])cc2C)n1
screen / no. | 1 | 2 | 3 | 4 | 5 | 6 | 7 | 8 | 9 | 10
FEN1 inh | -0.4% | -5.1% | -11.6% | 1.8%&12.6% | 5.9% | -4.6% | -5.7% | -5.1% | -5.2% | 3.5%
KAT2A inh | -4.9% | 0.4% | -1.5% | -3.7%&-10.2% | 1.3% | -3.1% | -8.9% | -7.7% | 3.8% | -3.8%
DT40 TDP1 CPT | ? | 3.3% | -17.1% | 10.3µM* | -10.8% | ? | ? | ? | ? | 0.6%

(11) COc1cccc(CC(C(=O)Nc2cc(C)ccc2C)c2nn[nH]n2)c1OC (stereo unspecified)
(12) CN(CCOc1ccc(Br)cc1)CC(O)c1ccccc1 (stereo unspecified)
(13) CCCc1nn2c(=O)cc(COC(=O)CNC(=O)COc3ccc(C)cc3)nc2s1
(14) CC(C)OC(=O)C(C(=O)C(F)(F)F)c1cc(NS(=O)(=O)c2ccc3ccccc3c2)c2ccccc2c1O (stereo unspecified)
(15) CC1CCN(C(=O)Cn2c3ccccc3c3nc4n(c(=O)c32)CCS4)CC1
(16) O=C(Nc1ccc(Cl)cc1)Nc1cnccn1
(17) O=C(CSc1nc2ccccc2c(=O)n1-c1ccc(Cl)cc1)c1ccco1
(18) COc1ccc(OC)c(C2CC(=O)N3CN(c4cccc(Cl)c4)CSC3=C2C#N)c1 (stereo unspecified)
(19) CC(=O)Nc1ccnn1C1CCN(C(=O)c2cccc(C)c2C)CC1
(20) Cc1ccc(CNC(=O)c2nnn(-c3cccc(C)c3)c2N)cc1
screen / no. | 11 | 12 | 13 | 14 | 15 | 16 | 17 | 18 | 19 | 20
FEN1 inh | -4.0% | 5.4% | 5.2% | ? | -2.6% | 0.0% | 6.6% | ? | -3.1% | 0.1%
KAT2A inh | -2.8% | -5.3% | 0.4% | -5.3% | -2.7% | -13.4% | 3.2% | 25.1µM* | -7.1% | -3.6%
DT40 TDP1 CPT | -10.4% | ? | 0.4% | 23.1µM* | -18.8% | ? | 4.7% | -11.5% | -8.2% | ?

An excerpt of these results, tab-delimited.
No.	mol	FEN1 inh	KAT2A inh	DT40 TDP1 CPT
11	COc1cccc(CC(C(=O)Nc2cc(C)ccc2C)c2nn[nH]n2)c1OC (stereo unspecified)	-4.0%	-2.8%	-10.4%
12	CN(CCOc1ccc(Br)cc1)CC(O)c1ccccc1 (stereo unspecified)	5.4%	-5.3%	?
13	CCCc1nn2c(=O)cc(COC(=O)CNC(=O)COc3ccc(C)cc3)nc2s1	5.2%	0.4%	0.4%
14	CC(C)OC(=O)C(C(=O)C(F)(F)F)c1cc(NS(=O)(=O)c2ccc3ccccc3c2)c2ccccc2c1O (stereo unspecified)	?	-5.3%	23.1µM*

Later entries.
(21) O=C(Nc1ccccc1OC(F)F)c1cc2c(s1)CCC2
(22) CN(C1CCCC1)C1CCN(C(=O)CNC(=O)/C=C/c2ccc(F)cc2)CC1
(23) CCOC(=O)C1CCN(C(=O)COC(=O)Cc2ccc(Cl)cc2)CC1
(24) CSc1nnc(Cn2c(=O)sc3ccccc32)n1-c1ccccc1C
(25) CC12C=CC3(O1)C(C(=O)N(c1ccccc1)C3C(=O)NC1CCCC1)C2C(N)=O (stereo unspecified)
(26) C=CCn1c(SCC(=O)NCc2ccccc2)nnc1-c1cc(Br)ccc1O
(27) COc1ccccc1NS(=O)(=O)c1ccc(C)c(C(=O)N2CCN(c3ccc(O)cc3)CC2)c1
(28) COc1ccc(C2=NS(=O)(=O)N(C)C(C(=O)NC3CCCCC3)=C2)cc1
(29) Nc1c(C(=O)Nc2ccccc2)sc2ncc([N+](=O)[O-])cc12
(30) CCN(CC)C(=O)CSc1nnc(-c2ccc(F)cc2)n1N
screen / no. | 21 | 22 | 23 | 24 | 25 | 26 | 27 | 28 | 29 | 30
FEN1 inh | -9.2% | 6.1% | -0.4% | ? | 6.5% | 5.1% | -4.4% | 5.4% | 0.1% | 9.6%
KAT2A inh | -7.7% | -0.7% | -5.1% | · | -0.4% | -0.8% | -5.6% | 1.3% | -1.1% | -6.4%
DT40 TDP1 CPT | 1.4% | -11.7% | 1.3% | ? | 22.3% | ? | 14.6µM* | -27.9% | -4.5% | -15.4%

(31) Cc1ccccc1OCc1ccc(-c2nc(C#N)c(N3CCN(C)CC3)o2)o1
(32) O=C(NCc1ccccc1)c1ccc2c(c1)CCN2S(=O)(=O)c1ccccc1
(33) COc1ccc(-n2nnnc2SCC(=O)NC2CCCC2)cc1OC
(34) COc1ccc(C(=O)N2CCCC(Nc3ccc(F)cc3)C2)c(OC)c1 (stereo unspecified)
(35) COC(=O)c1nonc1NCn1nnc2ccccc21
(36) COc1cccc(N(CC(=O)NCCSCc2ccco2)S(=O)(=O)c2ccccc2)c1
(37) CCCn1c(N)c(N(CCOC)C(=O)CCC2CCCCC2)c(=O)[nH]c1=O
(38) COCCNc1ncnc2c1cnn2-c1cc(Cl)ccc1C
(39) CCCCS(=O)(=O)Nc1ccc2ncn(C)c(=O)c2c1
(40) CCOc1ccc2[nH]c(=O)c(CN(Cc3ccccc3OC)C(=O)c3ccccc3)cc2c1
screen / no. | 31 | 32 | 33 | 34 | 35 | 36 | 37 | 38 | 39 | 40
FEN1 inh | -17.4% | -16.2% | 1.7% | -6.4% | -10.4% | -1.6% | 18.6% | -0.7% | 7.0% | -5.8%
KAT2A inh | -7.9% | -12.2% | 1.0% | -29.1% | -1.6% | -13.4% | 3.1% | 6.0% | 0.0% | -0.2%
DT40 TDP1 CPT | ? | ? | -2.8% | -15.9% | 4.4% | -25.4% | -21.4% | -11.7% | -12.2% | 6.51µM*

Limited to FEN1 inh, for three of the compounds above:
| no. | Molecule | FEN1 inh |
| --- | --- | --- |
| 1 | Cc1cccc(N(C(=O)c2snc(C(N)=O)c2N)C(C(=O)NCC2CCCO2)c2ccc(N(C)C)cc2)c1C (stereo unspecified) | -0.4% |
| 25 | CC12C=CC3(O1)C(C(=O)N(c1ccccc1)C3C(=O)NC1CCCC1)C2C(N)=O (stereo unspecified) | 6.5% |
| 38 | COCCNc1ncnc2c1cnn2-c1cc(Cl)ccc1C | -0.7% |

(listing goes on)
(41) O=C(CSc1nccc(=O)[nH]1)NCc1ccc(Cl)cc1
(42) Cc1c(N=Nc2ccc(N(C)C)cc2)c(=O)n(-c2ccccc2)n1C
(43) Cc1ccc(NC(=O)c2cccc(NC(=O)CC3SC(N4CCCCC4)=NC3=O)c2)nc1 (stereo unspecified)
(44) CN(C)CCCN(C(=O)c1ccc(S(=O)(=O)N(C)C2CCCCC2)cc1)c1nc2ccc(Br)cc2s1
(45) COc1cccc(NC(=O)Cn2c3ccc(F)cc3c3nc4n(c(=O)c32)CCS4)c1
(46) O=C(NCc1n[nH]c(=S)n1-c1cccc(C(F)(F)F)c1)c1ccc(S(=O)(=O)N2CCCCC2)cc1
(47) Cc1c(C(=O)Oc2cccc3ccccc23)cnn1-c1ccccc1
(48) CC(C(=O)NC(c1ccccc1)c1ccccc1)N1CCOCC1 (stereo unspecified)
(49) CCOc1ccc(CCNC(=O)c2ccc3c(c2)nc2n3CCOC2)cc1OCC
(50) CC(C)(C)c1cc(NS(=O)(=O)c2ccc3c(c2)OCCO3)on1
screen / no. | 41 | 42 | 43 | 44 | 45 | 46 | 47 | 48 | 49 | 50
FEN1 inh | 15.3% | -17.5% | 5.5% | -16.8% | -0.1% | 2.4% | -8.8% | 2.5% | 1.8% | 0.2%
KAT2A inh | -9.2% | -8.2% | -2.2% | -6.3% | -6.7% | 1.7% | -7.3% | -0.5% | -5.2% | 1.5%
DT40 TDP1 CPT | -10.0% | 3.8% | ? | ? | -6.7% | -11.3% | ? | 3.7% | ? | -4.4%

(51) Cc1cccc(NC(=O)N2CC=C(c3c[nH]c4ccccc34)CC2)c1C
(52) Cc1cn(C2CC(O)C(CO)O2)c(=O)n(CCCc2ccccc2)c1=O (stereo unspecified)
(53) O=C(CCNS(=O)(=O)c1cccc2nonc12)N1CCN(c2cccc(Cl)c2)CC1
(54) COc1cc(/C=C/C(C)=O)cc(OC)c1OC
(55) Cc1cc(C(C)(C)C)c(OC(=O)[C@@H]2OC(c3ccccc3)=C[C@H]2c2ccccc2)c(C(C)(C)C)c1
(56) COc1cc2c(cc1OC)CN(CC(=O)Nc1ccc3c(c1)OC(F)(F)O3)CC2
(57) C=CCNc1nc2c(c(=O)[nH]c(=O)n2C)n1CC(O)COc1ccc2ccccc2c1 (stereo unspecified)
(58) CC(C)Cn1c(=O)c(C(=O)NCc2ccc3c(c2)OCO3)c(O)c2ccccc21
(59) CCOc1ccc(NC(=O)CN2CCN(CC(=O)Nc3ccc4c(c3)OCCO4)CC2)cc1
(60) CC(CO)N1CCS(=O)(=O)CC1 (stereo unspecified)
screen / no. | 51 | 52 | 53 | 54 | 55 | 56 | 57 | 58 | 59 | 60
FEN1 inh | -25.9% | 6.9% | -5.5% | 0.5% | 16.1% | 6.9% | -5.5% | 1.2% | -0.6% | 9.8%
KAT2A inh | -2.4% | · | -7.9% | 2.0% | -4.5% | 0.5% | -5.2% | -25.6% | -3.2% | 2.5%
DT40 TDP1 CPT | 16.4µM* | -4.3% | ? | -29.7% | -29.1% | -9.4% | -3.6% | 23.1µM* | 2.0% | 9.4%

(61) Cc1ccc(C)c(Oc2cc(NN3CCCCC3)c([N+](=O)[O-])cc2[N+](=O)[O-])c1
(62) CCOC1(c2ccccc2)OC(=O)c2ccccc21 (stereo unspecified)
(63) Cc1cc(C)c(NC(=O)c2cc(S(=O)(=O)NCCC3=CCCCC3)ccc2F)c(C)c1
(64) Cc1cc(Cl)c2oc(C(=O)N(C)CCCCN3CCOCC3)c(C)c2c1
(65) CCOC(=O)c1cc(-c2ccc(OC)cc2)n(CCC(=O)NCCN2CCC(C)CC2)c1C
(66) CC(C)Cn1c(=S)[nH]c2ccccc2c1=O
(67) CCOC(=O)C1(CC2CCCCO2)CCN(C(=O)NCc2ccccc2)CC1 (stereo unspecified)
(68) Cc1ccc(NC2Sc3ccccc3NC2=O)cc1 (stereo unspecified)
(69) CCOc1ccc(C2=NC(c3ccncc3)=Nc3ccc(C)cc3N2)cc1OCC
(70) CC(C)c1nc2sc3c(=O)n(N)cnc3c2c2c1COC(C)(C)C2
screen / no. | 61 | 62 | 63 | 64 | 65 | 66 | 67 | 68 | 69 | 70
FEN1 inh | -3.7% | -12.2% | -8.2% | 6.0% | -19.1% | -8.4% | 9.5% | -2.0% | -2.6% | 4.6%
KAT2A inh | -0.4% | 1.4% | -0.7% | -2.1% | -0.3% | -10.3% | 1.5% | -20.7% | -2.7% | 32.0%[activator]
DT40 TDP1 CPT | ? | 10.3% | ? | -18.5% | ? | -18.9% | -0.7% | ? | ? | -0.2%

(71) CC(=O)Oc1ccc(C(=O)[C@H]2[C@H]3C(=O)N(c4ccc(C)cc4)C(=O)[C@H]3[C@@H]3C=CC=NN32)cc1
(72) COc1cccc(NC(=O)CN(C)C(=O)Cc2ccc3c(c2)OCCO3)c1
(73) Cc1cc(/C=N/NC(=O)c2ccccn2)c(C)n1-c1cccc([N+](=O)[O-])c1
(74) O=C(/C=C/c1cccc(Cl)c1)NCc1ccncc1
(75) Cc1ccc(C)c2[nH]c(=O)c(CN(Cc3cccnc3)C(=S)NCc3ccco3)cc12
(76) COc1ccc(C)cc1NC(=O)CCS(=O)(=O)c1cccc2nonc12
(77) CCOC(=O)c1ccc(S(=O)(=O)N2CCN(c3ccccn3)CC2)cc1
screen / no. | 71 | 72 | 73 | 74 | 75 | 76 | 77
FEN1 inh | -11.1% | 3.2% | 5.1% | 0.7% | 1.1% | -16.1% | 2.5%
KAT2A inh | -6.5% | 0.3% | -6.5% | 38.2%[activator] | ? | -2.3% | -5.0%
DT40 TDP1 CPT | -9.3% | -4.7% | -3.1% | -13.5% | ? | -10.9% | -3.7%

A portion of the library (hit frequency here may not be typical).
